Screening data from PubChem BioAssay.
HTR5A inv ctr: HTR5A inverse agonists in luminescence cell assay, primary screen, counter-screen for OPRM1-OPRD1 heterodimer inverse agonist project, full-deck HTS; 5-hydroxytryptamine receptor 5A (Homo sapiens), P47898; HTR5A cell line, inverse agonism; inhibition, % at 9.3 µM; 0.083% of 340,000 active; AID 504634, 2011; in the data active = inhibition mostly above about 23%, no sharp cut-off; inactive = mostly below about 18%;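 also: 0% = cells with DMSO and 100% = no-cell wells with DMSO; some compounds called inactive have numbers as strong as hits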
Target sequence (P47898 whole entry, looked up): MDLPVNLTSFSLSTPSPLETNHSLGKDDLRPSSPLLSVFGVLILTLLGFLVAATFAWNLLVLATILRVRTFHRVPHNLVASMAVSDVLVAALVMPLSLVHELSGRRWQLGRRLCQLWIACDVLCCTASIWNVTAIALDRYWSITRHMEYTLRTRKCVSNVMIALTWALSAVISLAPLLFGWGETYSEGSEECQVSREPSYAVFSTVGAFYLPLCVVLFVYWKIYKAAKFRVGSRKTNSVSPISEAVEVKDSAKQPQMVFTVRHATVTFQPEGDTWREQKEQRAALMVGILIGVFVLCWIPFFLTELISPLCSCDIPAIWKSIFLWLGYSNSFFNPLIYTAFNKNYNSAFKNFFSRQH
NSD2 HMT inh: NSD2 histone methyltransferase inhibitors, primary screen, biochemical, AlphaScreen, single concentration, set 2. inhibition, % at 12.5 µM. Histone-lysine N-methyltransferase NSD2 (Homo sapiens), O96028. AID 743445, 2014. 0.54% of 310,000 active. NSD2 peptide methylation, 120 min; in the data active = inhibition above about 50%
MITF act: activators of MITF-driven TRPM1 promoter reporter, primary screen, cell-based, SK-MEL-5, luciferase, single point. 0.75% of 300,000 active. activation, % at 12.5 µM. SK-MEL-5 TRPM1-promoter luciferase, 24 h; % of positive control, neutral wells = 0. AID 588334, 2011;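 active = mean activation of at least 80% with every replicate also reaching 80%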;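 also: 0% = neutral control wells and 100% = parthenolide positive control wells; values of inactives mirror those of a sister screen read the other way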
dFosB activator: activators of delta FosB homodimer, primary screen, biochemical, fluorescence polarization, TAMRA-CDK5 oligo, single point | Protein FosB (Mus musculus), P13346 | purified delta FosB; percent of positive-control signal above neutral wells | activation, % at 25 µM | 0.99% of 340,000 active | AID 493131, 2011;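 active = mean activation above about 17%, with every replicate also reaching it, limit read from the data, passing the limit was not always enough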;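 also: fluorescence polarization rise as delta FosB binds a TAMRA Cdk5 AP-1 oligo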
PvdQ inh: P. aeruginosa PvdQ acylase inhibitors, primary screen, biochemical, fluorescence, plate reader and imaging, single point | PvdQ acylase [Pseudomonas aeruginosa LESB58] | purified PvdQ acylase | inhibition, % at 10 µM | 0.063% of 340,000 active; in the data active = inhibition above about 30%, passing the limit was not always enough;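 also: 0% = vehicle neutral wells and 100% = reference inhibitor wells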
SR-BI HDL uptake: inhibitors of SR-BI mediated HDL lipid uptake, primary screen, ldlA[mSR-BI] cells, fluorescence, single point. ldlA[mSR-BI] CHO cells, DiI-HDL uptake fluorescence, 3 h. inhibition, % at 12.5 µM. 0.96% of 320,000 active. Scavenger receptor class B member 1 (Mus musculus), Q61009;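 active = mean replicate inhibition of at least 70% and a set share of replicates each scoring 70 or more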;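 also: 0% = median of neutral control wells and 100% = median of positive control wells; values of inactives mirror those of a sister screen read the other way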
Wnt act: Wnt/beta-catenin pathway activators, primary screen, cell-based, plate reader, single point | AID 743398, 2014 | activation, % at 9.35 µM | Wnt/beta-catenin reporter cell assay, activator | 1.2% of 300,000 active; in the data active = activation above about 30%, passing the limit was not always enough;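 also: 0% = neutral control wells and 100% = positive control wells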
HTR5A ag ctr: HTR5A agonists in luminescence cell assay, primary screen, counter-screen for OPRM1-OPRD1 heterodimer agonist project, full-deck HTS; 5-hydroxytryptamine receptor 5A (Homo sapiens), P47898; 0.61% of 340,000 active; cell-based; activation, % at 9.3 µM; in the data active = activation mostly above about 9.5%, no sharp cut-off; inactive = mostly below about 7.6%;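 also: 0% = cells with vehicle only and 100% = reference agonist; strong numbers were not always called active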
CDK5 p35 inh: inhibitors of human CDK5/p35 kinase, primary screen, biochemical, single concentration; inhibition, % at 10 µM; Cyclin-dependent kinase 5 (Homo sapiens) + Cyclin-dependent kinase 5 activator 1 (Homo …; AID 488839, 2010; Recombinant CDK5/p35, ADP-Glo luminescence, 60 min; 0.01% of 330,000 active;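 active = highest replicate inhibition of at least 50% and at least 75% of replicates reaching 50%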;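 also: plate controls were DMSO neutral control for no effect and GW8510 at 10 µM for full effect; many of its hits are not listed in these tables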
Target sequence (Q00535 whole entry, looked up): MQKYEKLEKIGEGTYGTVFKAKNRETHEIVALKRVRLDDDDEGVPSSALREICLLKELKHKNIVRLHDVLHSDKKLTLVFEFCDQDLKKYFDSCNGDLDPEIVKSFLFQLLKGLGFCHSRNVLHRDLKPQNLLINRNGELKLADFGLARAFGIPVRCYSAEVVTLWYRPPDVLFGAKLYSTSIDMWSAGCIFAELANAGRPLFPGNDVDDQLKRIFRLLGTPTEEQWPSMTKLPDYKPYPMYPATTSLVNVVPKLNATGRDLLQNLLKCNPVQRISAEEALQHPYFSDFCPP
Target sequence (Q15078 whole entry, looked up): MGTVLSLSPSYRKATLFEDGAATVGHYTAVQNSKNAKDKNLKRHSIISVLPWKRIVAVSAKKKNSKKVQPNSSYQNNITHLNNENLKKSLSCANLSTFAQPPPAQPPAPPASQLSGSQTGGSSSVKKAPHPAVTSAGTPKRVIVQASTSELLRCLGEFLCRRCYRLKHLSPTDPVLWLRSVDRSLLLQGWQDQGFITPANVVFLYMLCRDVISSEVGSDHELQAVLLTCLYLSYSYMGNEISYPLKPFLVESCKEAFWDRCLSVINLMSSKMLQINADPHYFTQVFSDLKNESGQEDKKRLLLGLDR
V-ATPase pH: regulators of yeast V-ATPase proton pumping, primary screen, pHLuorin cytosolic pH fluorescence. response, % at 10 µM. 0.37% of 350,000 active. S. cerevisiae; in the data active = response mostly above about 7.3%, no sharp cut-off; inactive = mostly below about 5.4%; also: actives read high; inactives centre near 0; some compounds called inactive have numbers as strong as hits; reference of the scale not given here
* hit, by the source's call; / = no result given.

SMILES	HTR5A inv ctr	NSD2 HMT inh	MITF act	dFosB activator	PvdQ inh	SR-BI HDL uptake	Wnt act	HTR5A ag ctr	CDK5 p35 inh	V-ATPase pH
O=C(CN1CCOCC1)N/N=C/c1ccccc1	-22	-4	-8	-1	2	/	1	0	0.2	-2
CCOC(=O)C1CCN(c2c(NCc3ccc(C(=O)NC4CCCC4)cc3)c(=O)c2=O)CC1	-18	/	/	-7	0	32	-2	6	0.8	-2
Cc1cc(C)n(CC(O)COc2ccc(C(C)(C)C)cc2)n1 (stereo not given)	-10	-3	20	-7	-8	10	-3	3	-0.6	1
CC(C)CC(NC(=O)C(COCc1ccccc1)NC(=O)OC(C)(C)C)C(=O)NN (stereo not given)	-12	4	-7	-8	-2	9	-1	4	-2.4	-1
FC(F)(F)c1cc(CCN2CCNC[C@@H]2CC2CCCCC2)cc(C(F)(F)F)c1	5	/	-65	13	7	-12	-25	6	0.1	-3
C[C@@H]1C(=O)O[C@H]2C[C@@]34[C@H]5C[C@@H](C(C)(C)C)[C@]36[C@@H](OC(=O)[C@@H]6O)O[C@@]4(C(=O)O5)[C@]21O	4	-2	2	-7	-9	-11	0	-1	0.0	1
Cc1ccc(C)c(S(=O)(=O)N2CCN(C(=O)CSc3ccccc3)CC2)c1	10	1	4	-14	-9	20	-1	6	-0.9	-2
COc1ccc(OCC(=O)NNC(=O)c2cc3ccccc3o2)cc1	39*	-2	4	-11	-9	-1	0	2	1.8	1
CN(C)C(=O)c1cc(C(=O)c2c(F)cccc2F)c[nH]1	-14	6	/	4	-8	2	7	4	2.6	-1
CN(C)C(=O)C(=O)c1cccn1-c1ccccc1C#N	-25	4	-3	-1	-14	-16	-1	0	0.2	-4
COc1ccc(CNc2nc(-c3cccnc3)nn2C(=O)C(C)C)cc1	-1	3	-6	-8	2	-4	0	0	0.5	-1
CCC(C)(C)NC(=O)C(c1cccn1C)N(C(=O)Cn1nnc2ccccc21)c1ccc(OC)cc1OC (stereo not given)	5	4	3	-12	-18	-25	/	5	-8.0	-1
O=C1OCCC1Sc1nc2ccccc2c(=O)n1Cc1ccccc1 (stereo not given)	-9	0	-16	-8	-8	-12	1	1	1.6	9
CN(C)c1ccc(CNn2cnnc2SCC(=O)NC(C)(C)C)cc1	8	0	1	-7	-13	-11	0	-3	-0.3	-1
O=S(=O)(Cc1cc(Sc2ccccc2)nc(-c2ccccc2)n1)c1ccccc1	6	1	-1	-13	-5	2	/	-2	-0.2	5
O=C(CN1CCOCC1)NN1CC(=O)N(c2ccc(Cl)cc2)CC1=O	-12	-1	3	4	-4	-20	-1	4	-0.4	-2
CCN(CC)c1ccc(/C=N/n2c(=S)[nH]nc(C)c2=O)cc1	7	3	9	-1	-12	6	/	3	0.3	-5
NC(=O)C1CCN(C(=O)c2ccc3ccccc3c2)CC1	10	-5	9	-3	-8	/	1	-4	-0.2	-1
c1ccc(-c2ccccn2)nc1	-4	/	-3	7	-5	-5	-1	1	0.0	-2
CN1CCN(C(=O)CN(CCc2ccccc2)S(C)(=O)=O)CC1	0	-3	-2	-7	-3	-27	-2	-3	-3.6	11*
Cc1ccc(C(=O)NC2CC(C)(C)NC(C)(C)C2)cc1	-8	0	4	2	-7	-14	0	2	1.2	0
CC(=O)Nc1ccc(NC(=O)C(C)OC(=O)CNS(=O)(=O)c2ccc(Br)cc2Cl)cc1 (stereo not given)	6	-1	7	-14	-21	-4	-1	6	1.7	0
O=C(CCN1C(=O)/C(=C/c2cccc(Br)c2)SC1=S)NNC(=O)c1cccnc1	-1	-1	-13	4	-1	29	-3	0	-0.6	-5
O=C(NCCCNC(=O)c1cncc(O)c1)c1cncc(O)c1	3	/	-1	9	2	-11	-2	-3	0.7	1
CCn1c(=O)cc(OCC(=O)Nc2nc(C)cs2)c2ccccc21	-24	/	-12	2	-10	27	-1	8	0.1	-3
O=C(NCc1ccccn1)c1cc(S(=O)(=O)N2CCCCCC2)ccc1Cl	12	1	-5	-6	-7	3	-4	1	0.9	0
Fc1ccc(N2N=C(c3cccs3)CC2c2ccco2)c(F)c1 (stereo not given)	13	0	-4	-4	-8	10	/	-3	1.7	3
Cc1nc(C(=O)N2CCCC(Nc3ccc(C)c(C)c3)C2)cs1 (stereo not given)	-62	-1	-8	-7	12	2	-2	2	2.0	-5
Cc1cccc(Cc2c(C)nc3nc(SCC(=O)NCc4ccco4)nn3c2C)c1	-22	4	5	-7	-3	4	/	3	/	0
Clc1ccc(OCCn2ccnc2)c2ccccc12	-21	-2	1	-7	-10	-19	/	6	1.6	2
COCCNC(=O)Cn1cnc2ccc(S(=O)(=O)N3CCC(C)CC3)cc2c1=O	-3	/	3	-1	-9	1	/	0	-0.9	8
O=C(Cn1cc(C(F)(F)F)cc(Cl)c1=O)Nc1cccc(S(=O)(=O)N2CCCCC2)c1	-6	1	-1	-13	-10	-6	0	10	-0.6	6
CC1(c2cccc3ccccc23)OC(=O)c2ccccc21 (stereo not given)	10	-1	-7	-7	17	14	1	-3	11	-4
Cc1csc(NC(=O)CSc2nnc(NC(=O)C3CC(=O)N(c4ccccc4)C3)s2)n1 (stereo not given)	12	-1	7	0	-8	9	-3	1	0.5	0
Cc1cc(C)nc(Nc2ncc(O)n2-c2ccccc2)n1	-11	-3	-3	-1	-2	-30	1	-4	-0.8	4
CCn1c(SCC(=O)N2CCCc3ccccc32)nnc1-c1ccoc1C	12	-2	-4	-4	-11	20	-7	1	-0.7	-2
C[C@H](NC(=O)c1ccc(Cl)cc1)C(=O)OCn1nnc2ccccc2c1=O	-11	0	4	5	0	-18	0	4	-1.1	-3
COC(=O)C1=CN(C2CC2)C=C(C(=O)OC)C1c1ccc(C(F)(F)F)cc1	3	-3	0	-8	-13	27	/	5	-0.5	1
CCCNC(=O)Cc1c(C)oc2ccccc12	4	6	-1	2	12	-3	-4	-2	0.3	-1
CCOC(=O)C1=C(C)NC2=C(C(=O)C(C(=O)OCC)C(c3ccc(OC)cc3)C2)C1c1ccccn1 (stereo not given)	12	-3	/	-14	0	-18	/	-2	0.5	4
OC(COc1ccc2c(c1)OCO2)CN1CCCCC1 (stereo not given)	-10	0	5	7	-9	-19	2	-2	0.9	-1
CC1CCCCC1NC(=O)COC(=O)C12CC3CC(CC(Cl)(C3)C1)C2 (stereo not given)	-9	-6	4	-5	-10	-6	-1	8	-1.1	-4
O=S(=O)(c1ccc(Cl)s1)N1CCCCC1	-2	2	7	-3	-8	1	-2	1	0.7	-6
CCN1CCN(C(c2cccs2)C(C)NC(=O)c2ccco2)CC1 (stereo not given)	5	7	-2	1	-6	-24	/	-2	-1.2	-1
CC1(NC(=O)Cc2csc(-c3cccc(Cl)c3)n2)CCS(=O)(=O)C1 (stereo not given)	9	-3	6	-4	-8	2	-6	2	-3.2	-1
CS(=O)(=O)NCCCNc1c(Cl)cccc1[N+](=O)[O-]	5	/	/	4	-4	-63	3	-1	-1.5	2
O=C(COC(=O)Cc1ccccc1F)Nc1cccc(S(=O)(=O)NC2=NCCCCC2)c1	3	-2	4	-14	-3	-4	-1	-1	1.3	4
COc1cccc(NC(=O)CCCn2nc(C)c3c(C)n(-c4ccccc4)nc3c2=O)c1	-3	0	-14	-7	-5	9	1	4	-0.1	0
Cc1ccccc1C(=O)Nc1cccc(NC(=O)c2ccc(-c3ccc(Br)cc3)o2)c1	-1	-1	11	9	8	63	/	0	-2.5	4
CCCCOc1ccc(/C=C/C(=O)Nc2ccc(C(N)=O)cc2)cc1	-5	-1	-1	-8	1	20	-2	6	0.1	-3

One compound at a time (already shown).
Cc1ccccc1C(=O)Nc1cccc(NC(=O)c2ccc(-c3ccc(Br)cc3)o2)c1 is entered as HTR5A inv ctr: -1; NSD2 HMT inh: -1; MITF act: 11; dFosB activator: 9; PvdQ inh: 8; SR-BI HDL uptake: 63; Wnt act: /; HTR5A ag ctr: 0; CDK5 p35 inh: -2.5; V-ATPase pH: 4
CCN1CCN(C(c2cccs2)C(C)NC(=O)c2ccco2)CC1 (stereo not given) is entered as HTR5A inv ctr: 5; NSD2 HMT inh: 7; MITF act: -2; dFosB activator: 1; PvdQ inh: -6; SR-BI HDL uptake: -24; Wnt act: /; HTR5A ag ctr: -2; CDK5 p35 inh: -1.2; V-ATPase pH: -1

(cont.)
SMILES	HTR5A inv ctr	NSD2 HMT inh	MITF act	dFosB activator	PvdQ inh	SR-BI HDL uptake	Wnt act	HTR5A ag ctr	CDK5 p35 inh	V-ATPase pH
CC(C)OP(=O)(OC(C)C)C(Nc1cccc(C(=O)O)c1)c1ccccc1 (stereo not given)	-2	-2	3	-3	-6	/	5	-2	0.4	1
S=C(NCc1cccnc1)Nc1ccc(Oc2ccc(Cl)cc2)cc1	-52	3	-13	-10	0	8	-5	4	-0.8	-5
O=C1/C(=C/c2ccco2)SC(=S)N1CCC(=O)N1CCCCC1CCO (stereo not given)	-5	10	-9	-12	-13	3	0	1	-1.1	2
CCOC(=O)Cn1c(N2CCOCC2)nc2c1c(=O)[nH]c(=O)n2C	-12	2	1	0	-14	14	-3	4	0.6	0
CCCOC(=O)CSC1=C(C#N)C(c2ccccc2Cl)CC(=O)N1 (stereo not given)	-14	/	-1	-8	-5	-41	2	5	-0.3	-2
CN1CCN(c2ccc([N+](=O)[O-])cc2C(=O)c2ccc(Br)cc2)CC1	12	9	-11	3	-9	10	-23	0	-0.7	1
O=C1c2ccccc2C(=O)C1c1nccc2ccccc12	-11	-3	-54	-7	6	4	/	-3	0.6	4
Cc1ccccc1NC1(C#N)C(=O)Nc2ccccc21 (stereo not given)	4	-2	-1	-7	-7	-2	3	-7	-3.3	0
CC(C)C(CCNC(=O)CN1C(=O)c2ccccc2C1=O)c1ccco1 (stereo not given)	12	1	/	-4	-12	/	/	-4	-0.5	0
CCOC(=O)C1CCN(C(=O)Cn2nc(C)n3cccc3c2=O)CC1	-14	8	1	6	-9	-9	-1	6	/	-4
CC1CCCC(NC(=O)COC(=O)COc2ccc(Br)cc2)C1C (stereo not given)	-13	0	-5	4	-11	-56	1	-3	-3.3	-1
CCc1cccc2sc(N3CCN(C(=O)c4ccc([N+](=O)[O-])o4)CC3)nc12	0	/	-77	-8	-10	42	/	5	-0.9	0
COC(=O)c1c(NC(=O)CC2SC(N)=NC2=O)sc(C)c1C (stereo not given)	19	0	-13	0	-13	-7	-2	-1	-2.9	/
O=C(Nc1ccc([N+](=O)[O-])cc1)Nc1ccc2c(c1)OCCO2	8	4	66	3	-15	47	18	-3	-0.9	2
COC(=O)c1ccc(C)c(NC(=O)CCc2ccc(OC)cc2)c1	4	-3	4	-4	0	59	0	-1	0.0	-1
Cc1[nH]ccc(=O)c1OCc1ccc(Cl)cc1	5	2	2	0	-1	4	-6	6	1.4	-5
